V-ATPase pHluor – regulators of yeast V-ATPase proton pumping, primary screen, pHLuorin cytosolic pH fluorescence. S. cerevisiae. response, % at 10 µM. 0.37% of 350,000 active. AID 504577, 2011; in the data active means response mostly above about 7.3%, no sharp cut-off; inactive means mostly below about 5.4%; further: actives read high; inactives centre near 0; some compounds called inactive have numbers as strong as hits
dFosB activator – activators of delta FosB homodimer, primary screen, biochemical, fluorescence polarization, TAMRA-CDK5 oligo, single point | purified delta FosB; percent of positive-control signal above neutral wells | activation, % at 25 µM | 0.99% of 340,000 active | Protein FosB (Mus musculus), P13346;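 active means mean activation above about 17%, with every replicate also reaching it, limit read from the data, passing the limit was not always enough; inconclusive means only one of the two conditions met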;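 further: fluorescence polarization rise as delta FosB binds a TAMRA Cdk5 AP-1 oligo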
Target sequence (P13346 whole entry, looked up): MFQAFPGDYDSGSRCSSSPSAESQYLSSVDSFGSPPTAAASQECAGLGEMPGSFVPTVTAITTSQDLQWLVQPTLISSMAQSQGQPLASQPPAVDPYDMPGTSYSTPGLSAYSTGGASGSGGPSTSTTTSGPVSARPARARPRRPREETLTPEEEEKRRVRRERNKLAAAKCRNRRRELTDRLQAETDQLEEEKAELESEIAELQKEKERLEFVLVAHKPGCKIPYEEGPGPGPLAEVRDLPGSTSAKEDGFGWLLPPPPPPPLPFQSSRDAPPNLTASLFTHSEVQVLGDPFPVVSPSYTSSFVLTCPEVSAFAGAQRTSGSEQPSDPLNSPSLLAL
MITF TRPM1 HTS – activators of MITF-driven TRPM1 promoter reporter, primary screen, cell-based, SK-MEL-5, luciferase, single point; SK-MEL-5 TRPM1-promoter luciferase, 24 h; % of positive control, neutral wells = 0; activation, % at 12.5 µM; 0.75% of 300,000 active;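 active means mean activation of at least 80% with every replicate also reaching 80%; inconclusive means mean reaches 80% but some replicate falls short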;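 further: 0% = neutral control wells and 100% = parthenolide positive control wells; values of inactives mirror those of a sister screen read the other way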
CAL PDZ FP-1 – CAL PDZ peptide-binding inhibitors, primary screen, biochemical, fluorescence polarization, Cer-tagged CAL PDZ, HTS. purified CAL PDZ, TMR-peptide fluorescence polarization, 1 h. AID 504414, 2011. 0.02% of 330,000 active. inhibition, % at 20 µM. Golgi-associated PDZ and coiled-coil motif-containing protein (Homo sapiens), Q9HD26;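 active means highest replicate inhibition of at least 40%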;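 further: plate controls were DMSO neutral control wells for no effect and unlabeled competitor peptide control wells for full effect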
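Material: tagged CAL PDZ protein CerCALP, purified; buffer or medium: sodium phosphate/NaCl buffer pH 7.4 with TCEP, IgG, Thesit; also added: fluorescent TMR peptide probe; schedule: 1 h incubation at room temperature before polarization reading; technique: fluorescence polarization from S- and P-plane intensities, G-factor corrected; control set: unlabelled peptide and DMSO controls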
cardiac RTF act – cardiac RTF calcium sensitivity activators, primary screen, biochemical, IANBD-TnC fluorescence, EC20 calcium; Troponin I, cardiac muscle (Homo sapiens) + Troponin T, cardiac muscle (Homo sapiens) + …; IANBD-labeled TnC RTF fluorescence at EC20 calcium; 0% EC20 calcium, 100% full calcium; activation, % at 7.2 µM; 0.24% of 340,000 active; AID 493008, 2010;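 active means activation above the mean over all tested compounds plus 3 SD, cut at about 30% in these data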;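 further: rise in fluorescence read as greater calcium sensitivity of cardiac thin filaments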
CDK5 p35 inh – inhibitors of human CDK5/p35 kinase, primary screen, biochemical, single concentration | inhibition, % at 10 µM | Recombinant CDK5/p35, ADP-Glo luminescence, 60 min | AID 488839, 2010 | 0.01% of 330,000 active;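 active means highest replicate inhibition of at least 50% and at least 75% of replicates reaching 50%; inconclusive means only one of the two criteria met; inactive means both criteria failed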;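 further: plate controls were DMSO neutral control for no effect and GW8510 at 10 µM for full effect; many of its hits are not listed in these tables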
CAL PDZ FP-2 – untagged CAL PDZ binding inhibitors, primary screen, biochemical, fluorescence polarization, HTS; 0.92% of 300,000 active; AID 602252, 2012; purified CAL PDZ, TMR-peptide fluorescence polarization, 1 h; inhibition, % at 24.9 µM;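 active means mean inhibition of at least 30% with at least half of replicates also reaching 30%; inconclusive means no clear call, values can overlap the other calls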;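 further: 0% = DMSO neutral control and 100% = excess unlabeled competitor peptide PRC23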
Wnt act – Wnt/beta-catenin pathway activators, primary screen, cell-based, plate reader, single point. Wnt/beta-catenin reporter cell assay, activator. activation, % at 9.35 µM. 1.2% of 300,000 active. AID 743398, 2014; in the data active means activation above about 30%, passing the limit was not always enough; inconclusive means no clear call, values can overlap the other calls;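 further: 0% = neutral control wells and 100% = positive control wells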
Rtt109 HAT inh – inhibitors of C. albicans Rtt109/Vps75 HAT, primary screen, biochemical, ThioGlo CoA-SH fluorescence, plate reader; inhibition, % at 34.9 µM; 0.16% of 330,000 active; AID 540336, 2011; Histone acetyltransferase RTT109 (Candida albicans (strain SC5314 / ATCC MYA-2876)), …; purified Rtt109/Vps75, 4 h;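 active means inhibition of at least 50% in every replicate; inconclusive means best replicate reaches 50% inhibition but some replicates fall short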
Target sequence (Q5AAJ8 whole entry, looked up): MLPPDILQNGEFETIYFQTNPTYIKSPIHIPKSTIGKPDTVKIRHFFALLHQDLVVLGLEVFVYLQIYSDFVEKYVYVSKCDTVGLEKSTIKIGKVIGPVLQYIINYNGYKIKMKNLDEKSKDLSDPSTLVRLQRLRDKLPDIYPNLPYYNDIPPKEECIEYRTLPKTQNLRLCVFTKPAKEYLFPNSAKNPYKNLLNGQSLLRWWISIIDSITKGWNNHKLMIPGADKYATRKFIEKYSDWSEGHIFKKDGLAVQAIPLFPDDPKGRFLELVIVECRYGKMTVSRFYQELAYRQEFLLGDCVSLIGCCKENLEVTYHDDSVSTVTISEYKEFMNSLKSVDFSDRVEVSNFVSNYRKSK
Tat transport – E. coli Tat export inhibitors, primary screen, MC4100, TorA-mCherry reporter, fluorescence, single point | inhibition, % at 10 µM | 0.036% of 340,000 active;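 active means mean replicate inhibition at least 50% and at least half of replicates individually reaching 50%; inconclusive means only one of the two criteria met; inactive means neither criterion met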;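 further: exported cargo escapes ClpAP degradation while cytoplasmic cargo is degraded and loses fluorescence; 0% = median of neutral control wells and 100% = median of NaSCN control wells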
* hit, by the source's call; ? = inconclusive; nt = no result given.

V-ATPase pHluor	dFosB activator	CAL PDZ FP-2	CDK5 p35 inh	Wnt act	CAL PDZ FP-1	Tat transport	Rtt109 HAT inh	cardiac RTF act	MITF TRPM1 HTS	SMILES
-2	2	-2	-0.3	-6	-0.2	?	1	2	-11	Clc1ccc(C2[C@H]3CN(Cc4cccnc4)[C@H](c4ccccc4)C34CC2(c2ccccc2)C4)cn1 (stereo partly specified)
-5	-8	nt	-1.8	nt	2.8	15	3	3	-34	O=[N+]([O-])c1c(NCCO)cc(Sc2nc3ccccc3s2)c2nonc12
-1	5	21	-0.8	nt	1.0	-2	8	-1	2	COc1ccccc1NC1SC(=O)N(c2ccccc2)C1=O (stereo unspecified)
0	-3	-3	1.0	nt	-0.7	0	-7	5	3	COc1ccc(N2CC(C(=O)Nc3ccc(F)cc3F)CC2=O)cc1 (stereo unspecified)
-3	1	-9	0.8	nt	-0.9	-6	-7	0	-5	COc1ccc(COn2c(=O)c(C)[n+]([O-])c3ccccc32)cc1OC
-3	-4	1	-1.5	-4	-2.5	-2	11	-1	-8	Cc1ccc(SC(C)C(=O)O/N=C(\N)c2ccncc2)cc1 (stereo unspecified)
3	-13	1	1.8	0	-0.4	3	6	-2	-9	Cc1[nH]c(=O)[nH]c(=O)c1/C=N/NC(=O)[C@@H](N)CC(C)C
-2	1	-4	-1.7	-2	-0.3	2	12	5	-2	O=C(CSc1nc2ccccc2s1)Nc1ccc(Cl)c(C(=O)O)c1
2	10	4	0.4	15	0.2	4	4	3	nt	COc1cccc(NC(=O)C(=O)NCCc2ccc(F)cc2)c1
-2	4	nt	0.7	0	-1.1	1	-3	-2	-19	O=C1c2cc(S(=O)(=O)N(CCO)CCO)ccc2-c2ccc(S(=O)(=O)N(CCO)CCO)cc21
4	-2	nt	1.9	4	-0.3	1	-7	-2	9	Cn1nc(C(=O)NNC(=O)CCOc2ccc(C(C)(C)C)cc2)c2ccccc2c1=O
3	-2	2	0.7	nt	-3.0	-6	2	5	-67	CCC(C)Nc1nc(Cl)nc(N(C#N)CN2C(=O)c3ccccc3S2(=O)=O)n1 (stereo unspecified)
2	-7	6	1.6	0	-2.0	4	8	-3	23	Cc1nc(CSc2ccc(Cl)cc2)cc(N2CCOCC2)n1
nt	-9	6	1.3	-4	-2.7	-2	7	8	nt	O=C(Nc1cccc2c1CCCC2)C1CCN(C(=O)NC2CCCCC2)CC1
5	15	4	-0.3	-4	0.0	-1	-7	0	73	Cc1cccc(NC(=O)c2cc3c(s2)-c2c(C)cccc2OC3)n1
-5	-4	-3	-0.9	-5	-0.6	-2	-3	3	-7	COCCN(CCOC)S(=O)(=O)c1ccc(C(=O)Nc2nc3c(s2)CCc2ccccc2-3)cc1
1	-11	4	-2.2	-2	-3.2	1	-5	7	-9	COc1ccc(C(=O)c2c[nH]c(C(=O)NCCCN3CCOCC3)c2)cc1
0	-7	-3	-1.8	-4	-3.8	1	-4	4	nt	O=C(CN(Cc1ccccc1F)C(=O)Cn1nnc(-c2cccs2)n1)NC1CCCCC1
-4	2	2	0.0	-1	0.2	-3	4	-1	29	Oc1ccc(C[C@H]2CNCCN2CC2(c3ccccc3)CC2)cc1
-1	6	5	-0.2	0	-4.0	-10	-16	5	19	Cc1cc(C(=O)Nc2ncn[nH]2)ccc1[N+](=O)[O-]
0	5	-2	0.5	nt	-0.6	-2	2	1	-6	Cc1cc2c3c(ccc(C)c3n1)N=CN2c1ccccc1
0	25*	-3	-0.7	?	-3.5	-8	nt	-9	6	O=C(N/N=C/C=C\c1ccccc1[N+](=O)[O-])c1cc(-c2ccc3ccccc3c2)n[nH]1
0	2	45*	-1.0	-1	-0.6	1	1	5	51	O=[N+]([O-])c1ccc(SCc2ccco2)cc1N1CCOCC1
1	-3	1	-1.3	nt	-1.2	-11	-15	0	60	O=C(Oc1ccc(-c2cnc3ccccc3n2)cc1)c1cc([N+](=O)[O-])ccc1Cl
3	-3	nt	-0.5	-4	-0.4	-16	3	-3	-2	CCc1ccccc1NS(=O)(=O)c1cc2c3c(c1)CCN3C(=O)CC2
0	-3	-2	-5.9	nt	0.1	4	6	3	-3	Cn1c(=O)c2cc(NC(=O)c3ccccc3Cl)c(=O)oc2n(C)c1=O
-3	-2	-1	0.4	-2	0.5	-1	0	12	4	NS(=O)(=O)c1ccc(CCNC(=O)c2ccc(Cl)c(S(=O)(=O)NCc3ccco3)c2)cc1
-4	6	-3	1.2	0	-0.9	0	6	-2	nt	CC(C)c1ccc(OCC(=O)NC(=S)Nc2ccc3c4c(cccc24)CC3)cc1
2	1	6	0.6	2	-2.3	-4	-6	0	21	CCn1c(SCc2ccccc2)nc2c1c(=O)[nH]c(=O)n2C
-4	-5	-1	-0.7	nt	-2.9	-2	11	2	nt	CCOC(=O)c1[nH]c2ccc(F)cc2c1NC(=O)C(C)N1CCc2cc(OC)c(OC)cc2C1 (stereo unspecified)
-2	3	2	-1.0	2	-0.9	-3	0	6	70	CCOc1ccc(-c2ccc(SCC(=O)Nc3nnc(C)s3)nn2)cc1
nt	-7	3	2.2	0	-0.9	-9	14	4	nt	Cc1ccc(N)c(C(=O)CCCCC(=O)O)c1
-1	-7	-4	-0.5	-4	-3.7	5	-6	2	-2	CC(=O)Nc1ccc(S(=O)(=O)N(CCc2ccccc2)CC(=O)N/N=C/c2ccc(C(=O)O)cc2)cc1
0	-2	-2	-0.2	nt	-1.7	-3	-4	3	-10	CN1CCN(C(=O)CN(c2cccc(Cl)c2)S(=O)(=O)c2ccccc2)CC1
2	-9	nt	-3.4	-5	0.0	-2	4	1	19	C/C=C/Cn1c(N(C)Cc2ccccc2)nc2c1c(=O)[nH]c(=O)n2C
1	-5	nt	-1.1	-2	-1.5	7	1	3	nt	CCN(CC)CCNC(=O)c1sc2nc(-c3ccccc3)cn2c1C
3	-12	-5	-3.5	-2	-2.3	1	4	-3	-8	Cc1ccc(NC(=O)CSc2nnc(C3CC3)n2N)cc1S(=O)(=O)N1CCOCC1
-1	-5	-1	-0.6	nt	1.4	7	6	-6	nt	CC(=O)C1C(=O)CC(C)(O)C(C(C)=O)C1c1ccc(N(C)C)cc1 (stereo unspecified)
-2	-1	1	4.2	nt	-0.9	-7	8	-2	nt	Cc1ccc(CSc2nc3sc(C)c(C)c3c(=O)n2Cc2ccco2)cc1
2	1	-1	-1.0	-1	0.2	-2	-3	-2	12	COc1ccc(C(=O)ON=C2CCN(C)CC2)cc1
-4	6	-3	1.5	-3	-0.3	0	-9	-4	nt	Clc1ccc2[nH]c3c(c2c1)CNCC3
1	-50	-1	-2.0	-1	-3.3	12	-3	6	8	Cc1c(OCC(=O)NCCN2CCOCC2)ccc2c1oc(=O)c1ccccc12
-1	-3	nt	-1.2	1	-1.1	-2	-5	-1	-10	CN(C)CCNC(=O)C1(O)c2cc(Br)ccc2NC(=O)N1c1ccc(Cl)cc1 (stereo unspecified)
0	-1	nt	-0.1	-1	-0.5	-2	2	-1	5	CCc1cccc(C)c1NC(=O)CSc1nc2ccncc2[nH]1
-2	-14	-2	-1.3	nt	-3.8	10	-9	-2	nt	O=C(OCc1ccccc1)c1cn(-c2ccccc2)nc1-c1ccncc1
-57	-4	8	-7.3	-2	-0.9	12	2	1	7	Cc1cccc(Nc2sc(C(=O)c3cc4cc(Cl)ccc4o3)c(N)c2C#N)c1
2	-1	nt	-1.4	-1	-0.2	-5	-1	-3	-4	CCN(c1ccccc1)S(=O)(=O)c1ccc(Cl)c(C(=O)O)c1
-1	10	14	0.6	0	0.4	-6	-26	0	0	COc1ccc([N+](=O)[O-])cc1/C=N/NC(=O)c1nonc1N
-4	0	-3	0.0	-1	0.0	-8	-5	1	-3	NS(=O)(=O)c1ccc(NC(=O)CN2CCCC2)cc1
0	2	-8	-0.9	-2	-0.5	-5	1	1	2	O=C(CCNS(=O)(=O)c1cccs1)N1CCN(c2cccc(Cl)c2)CC1
3	-6	-2	0.2	-2	-0.5	3	0	-9	0	CCOc1ccc2[nH]c(C(=O)N/N=C/c3ccccc3OC)cc2c1
3	68*	-16	0.9	nt	-8.7	2	1	-4	-94	COc1ccc(-c2nn(-c3ccccc3)cc2/C=N/N=C(N)N)cc1OC
1	-4	0	-0.3	-2	-0.1	-9	6	9	-2	CCOC(=O)C1=C(C)N(CCCC(=O)O)C(=O)NC1c1ccc([N+](=O)[O-])cc1 (stereo unspecified)
-1	-17	-1	-14	nt	-0.2	-4	8	3	-7	COc1cc(/C=C2\C(=O)NN(c3ccccc3)C2=O)cc([N+](=O)[O-])c1O
7	3	0	-0.9	6	-0.4	-6	-2	6	2	O=C(CCCOc1ccccc1)Nc1cccnc1
0	-1	0	1.2	-1	-0.4	3	-1	3	27	O=C(/C=C/CCc1ccc2c(c1)OCO2)N1CCCCC1

More entries
V-ATPase pHluor	dFosB activator	CAL PDZ FP-2	CDK5 p35 inh	Wnt act	CAL PDZ FP-1	Tat transport	Rtt109 HAT inh	cardiac RTF act	MITF TRPM1 HTS	SMILES
1	-1	-1	-5.6	-2	-0.4	-10	-2	-1	5	O=C(Nc1c2c(nc3ccccc13)CCCC2)c1ccccc1F
-1	-5	0	-0.7	0	-2.7	-4	-4	-3	-5	COc1cc(NC(=O)c2ccc3c(c2)S(=O)(=O)N=C2CCCCCN23)cc(OC)c1
-2	3	-4	0.1	2	-0.7	5	3	3	-2	O=C1CS(=O)(=O)c2ccccc2N1
-1	4	0	1.1	2	-1.8	8	5	2	11	O=C1C(=O)N(c2ccccn2)C(c2ccc(F)cc2)/C1=C(/O)c1ccc(Br)cc1 (stereo unspecified)
-1	2	-1	3.2	-3	0.6	4	4	-4	-4	Nc1ccccc1Nc1cc(-c2ccccc2)nn1-c1cccc(Cl)c1
-1	0	-2	-2.0	41*	-1.4	-12	5	4	70	COc1ccc(Nc2ncnc3c2c(C)c(C)n3CCO)cc1
-2	-6	-1	-5.0	1	-2.2	0	3	3	nt	O=C(NCc1ccccc1)C(c1ccc(F)cc1)N(C(=O)c1csnn1)C1CCCC1 (stereo unspecified)
-3	-3	-2	-0.6	3	-1.0	3	5	0	3	CCOc1ccc(OCC)c(NC(=O)CCS(=O)(=O)c2ccc(Br)s2)c1

From PubChem
